Source: PubChem BioAssay
HCMV inh: qHTS Assay for inhibitors of the human cytomegalovirus (HCMV); AID 1259415, 2018; HFF cells, HCMV-luciferase reporter, 72 h; active compounds read low; 4.5% of 410,000 active; activity change, negative = inhibition, % at 57.5 µM; in the data active means activity change below about -60%; inconclusive means no clear call, values can overlap the other calls; inactive means above about -39%
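Luciferase read-out from HCMV-luciferase-infected HFFs (MOI 1 PFU/cell) 72 h post infection at 37C; compounds added after 16 h cell attachment; activity normalized between buffer-only basal and Salinomycin (10uM) inhibitor controls.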
LmPK inhibitor: qHTS Assay for Inhibitors of Leishmania Mexicana Pyruvate Kinase (LmPK); AID 1721, 2009; purified LmPK, Kinase-Glo ATP luminescence, 1 h; 0.37% of 290,000 active; Q27686; Potency, µM (top dose mostly 57.5 µM), inactives show at the highest dose activity change, negative = inhibition, hits mostly inhibitors; further: potency means the concentration at half of the fitted maximal effect
Target sequence (Q27686 whole entry, looked up): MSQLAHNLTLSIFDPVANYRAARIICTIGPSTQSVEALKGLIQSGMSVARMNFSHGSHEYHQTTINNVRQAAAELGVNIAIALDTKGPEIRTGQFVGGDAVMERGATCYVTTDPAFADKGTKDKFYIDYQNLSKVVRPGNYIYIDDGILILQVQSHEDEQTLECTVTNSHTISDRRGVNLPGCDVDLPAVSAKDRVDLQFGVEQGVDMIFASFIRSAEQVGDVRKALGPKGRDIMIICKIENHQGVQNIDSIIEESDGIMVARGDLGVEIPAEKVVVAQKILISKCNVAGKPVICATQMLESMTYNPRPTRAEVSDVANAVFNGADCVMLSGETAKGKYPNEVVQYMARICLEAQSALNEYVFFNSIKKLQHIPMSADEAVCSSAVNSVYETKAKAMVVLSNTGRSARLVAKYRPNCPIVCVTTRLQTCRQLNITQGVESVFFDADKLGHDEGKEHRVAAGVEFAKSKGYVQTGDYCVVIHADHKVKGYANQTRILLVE
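Kinase-Glo luminescence read after 1 h RT reaction of 0.1 nM LmPK with 0.5 mM PEP and 0.1 mM ADP. Activity scaled between uninhibited and enzyme-free controls.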
AmpC inh no detg: qHTS Inhibitors of AmpC Beta-Lactamase (assay without detergent) | P00811 | AmpC nitrocefin hydrolysis, absorbance 480 nm, 0.0001% Triton | 0.52% of 330,000 active | Potency, µM (top dose mostly 57.1 µM), for the others: at the top dose activity change, negative = inhibition, usual class: inhibitors;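 further: potency means the concentration at half of the fitted maximal effect; plate controls were no compound for no effect and no enzyme for full effect; nearly all actives have a fitted effect of over 20% in size; some results filed as inactive show a strong effect at the top dose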
Target sequence (P00811 whole entry, looked up): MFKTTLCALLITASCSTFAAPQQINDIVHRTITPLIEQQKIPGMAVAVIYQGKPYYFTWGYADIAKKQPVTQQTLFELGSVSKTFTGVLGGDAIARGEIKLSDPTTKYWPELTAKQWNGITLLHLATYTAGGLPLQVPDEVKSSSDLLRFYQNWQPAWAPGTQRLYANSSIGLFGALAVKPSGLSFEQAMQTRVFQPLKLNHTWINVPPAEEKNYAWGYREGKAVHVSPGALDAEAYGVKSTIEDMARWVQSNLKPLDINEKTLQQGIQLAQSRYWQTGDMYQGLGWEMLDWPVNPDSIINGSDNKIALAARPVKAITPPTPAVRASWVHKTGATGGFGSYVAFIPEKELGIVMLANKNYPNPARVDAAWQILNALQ
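AmpC (5.3 nM in the dispensed reagent) in 20 mM phosphate pH 7.0 with 0.01% (detergent screen) or 0.0001% Triton X-100 was preincubated with compounds for 15 min at room temperature. Nitrocefin was then added from an 800 uM solution, and hydrolysis was followed at 480 nm.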
AmpC inh detg: qHTS Inhibitors of AmpC Beta-Lactamase (assay with detergent); P00811; AmpC hydrolysis of nitrocefin, absorbance 480 nm, 0.01% Triton; Potency, µM (top dose mostly 114 µM), for inactives: at the top dose activity change, negative = inhibition, usual class: inhibitors; 0.041% of 370,000 active; AID 485294, 2010;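 further: potency means the concentration at half of the fitted maximal effect; 0% = no-compound wells and -100% = no-enzyme wells; nearly all actives have a fitted effect of over 25% in size; some results filed as inactive show a strong effect at the top dose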
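20 mM phosphate pH 7.0 + 0.01% (detergent screen) or 0.0001% Triton X-100; 5.3 nM AmpC reagent; cpd preinc 15 min RT; nitrocefin (800 uM stock) to start; A480 q20 s × 4 min; Activity was normalised to no-enzyme and no-compound control wells.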
AMA1-RON2 inh: qHTS for Inhibitors of AMA1-RON; Towards Development of Antimalarial Drug Lead: Primary Screen. 0.2% of 360,000 active. Plasmodium falciparum AMA1 (3D7) - RON2 peptide interaction. AID 720542, 2013. AlphaScreen AMA1-biotinylated RON2 peptide binding. Potency, µM (doses to about 58.2 µM), for inactives: at the top dose activity change, negative = inhibition, most hits filed as inhibitors;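 further: potency means the concentration at half of the fitted maximal effect; 0% = vehicle wells and -100% = peptide control; nearly all actives have a fitted effect of over 45% in size; some results filed as inactive show a strong effect at the top dose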
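AMA1 (3D7) with his tag at 25 nM final met compounds first, then biotinylated RON2 peptide at 25 nM; detection used donor plus acceptor beads, 10 µg/mL apiece, read by AlphaScreen after 30 min at room temperature.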
Tb PYK inh: qHTS of Trypanosoma Brucei Inhibitors. Potency, µM (titrated, usually from 76.8 µM), without a hit: at the top dose activity, negative = inhibition, usual class: inhibitors. 0.12% of 410,000 active. TbPYK enzyme, Kinase-Glo Plus ATP luminescence, 45 min. pyruvate kinase (Trypanosoma brucei), Q57TT1; further: potency means the concentration at half of the fitted maximal effect; nearly all actives have a fitted effect of over 50% in size
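TbPYK + substrate in 50 mM TEA pH 7.2, 100 mM KCl, 10 mM MgCl2, 0.05% BSA, 0.01% Tween-20; cpd pinned; ADP 130 uM final; 45 min RT; Kinase-Glo Plus 10 min; luminescence endpoint.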
Sm TGR inh: qHTS Assay for the Inhibitors of Schistosoma Mansoni Peroxiredoxins; Schistosoma mansoni thioredoxin glutathione reductase (TGR), Q962Y6; purified TGR, DTNB reduction, TNB absorbance 405 nm; Potency, µM (titrated, usually from 114 µM), for inactives: at the top dose activity change, negative = inhibition, most hits filed as inhibitors; 3% of 360,000 active; AID 485364, 2010; further: potency means the concentration at half of the fitted maximal effect; nearly all actives have a fitted effect of over 60% in size
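TGR 20 nM + NADPH 100 uM (dispensed conc.), cpd preinc 15 min RT; start with NADPH (500 uM addition) then DTNB (15 mM addition). Kinetic TNB absorbance, 405 nm filter. Four-parameter Hill fit across titration.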
Active calls of the source: *; ? = inconclusive; nt = not tested or not shown; & = joins results of further samples; [ ] = another dose, or the depositor's remark. Unless noted, the call rests on the fitted dose curve; in most records, active means well fitted curve in the direction sought with a large enough effect; inconclusive means small, poorly fitted or top-dose-only effect, or another doubt; inactive means no such curve, though single readings can be large; an effect the other way counts as inactive or inconclusive. Unless noted, on the % scale 0 is the no-effect control and ±100 the full control effect.

Molecule | HCMV inh | LmPK inhibitor | AmpC inh no detg | AmpC inh detg | AMA1-RON2 inh | Tb PYK inh | Sm TGR inh
Cc1nc(C)c(C(=O)OCC(=O)NCc2ccccc2Cl)s1 | 21 | nt | -5% | nt | 0% | 5% | nt
O=C(NCCCn1ccnc1)C(Cc1ccc([N+](=O)[O-])cc1)N1C(=O)c2ccccc2C1=O (stereo not drawn) | 4 | 2% | -9% | ? | -7% | 2% | 3%
O=[N+]([O-])c1ccc(CN2CC(N3CCN(CCO)CC3)CS2(=O)=O)cc1 (stereo not drawn) | -15 | nt | nt | nt | 4% | 6% | nt
COCc1cc(N2CCCC2)nc(-c2ccccc2)n1 | -25 | -4% | 3% | -3% | 8% | -2% | 0%
Cc1ccc(S(=O)(=O)NCC(=O)N(CC(=O)NC(C)(C)C)Cc2ccc3c(c2)OCO3)cc1 | -16 | -3% | 1% | -4% | 8% | -1% | -1%
COc1ccc(C2CC(c3cccc(Br)c3)=NN2c2ccc(S(N)(=O)=O)cc2)cc1 (stereo not drawn) | -30 | nt | -21% | nt | 32%[activator] | 6% | nt
CC(=O)N(c1ccc(Cl)cc1)c1nc(C)cc(C)c1C#N | 17 | -11% | 1% | 3% | 26% | -1% | 17%
CCOc1ccccc1NC(=O)CN1CCC(NC(=O)c2ccccc2C)CC1 | -9 | 6% | 31% | -8% | -11% | -6% | -18%
Cc1nc2ncnn2c(C)c1CCC(=O)O | 88 | -2% | -18% | ? | 4% | 8% | 6%
COCCNc1nc(NCc2ccccc2OC)c2sccc2n1 | ? | nt | nt | nt | -2% | 3% | nt
Cc1cc(NS(=O)(=O)c2ccc(NC(=O)COc3c(C)cc(Br)cc3C)cc2)no1 | 23&35 | -2% | -35% | 0%&3% | -13% | -1%&-3% | 17%&6%
Cc1ccc(C(C[N+](=O)[O-])c2c(C)[nH]n(-c3ccccc3)c2=O)cc1 (stereo not drawn) | -34 | 0% | -50% | -6% | -4% | 5% | -33%
COc1ccc(CNC(=O)c2cnc3ccc(C)cn3c2=O)cc1 | 12 | nt | nt | 16% | nt | -6% | 1%
CCOc1cc(CNC(=O)c2ccc(NC(=O)c3nsc4ccccc34)cc2)ccc1OC | 152 | nt | nt | 8% | nt | 0% | -1%
C[C@H](CO)N1C[C@H](C)[C@H](CN(C)C(=O)c2ccncc2)OCc2ccccc2-c2c(n(C)c3ccccc23)C1=O | 0 | nt | nt | nt | -17% | -9% | nt
O=C(Nc1cccc2ncccc12)c1ccco1 | -15 | -5% | -2% | -12% | -6% | -8% | -11%
CN(C)C(=O)COn1c(SCC(=O)N(C)C)nc2ccccc2c1=O | 2 | -3% | -10% | -1% | ? | 5% | -3%
CC(C)(C)c1cc(NC(=O)c2cccc(S(=O)(=O)N3CCOCC3)c2)no1 | ? | 3% | -40% | -12% | -13% | 4% | -8%
CC(C#N)On1c(SC(C)C#N)nc2ccccc2c1=O (stereo not drawn) | -5 | -1% | 3% | -13% | 0% | 1% | -6%
COc1cccc(N(CC(=O)NCc2ccco2)C(=O)CCC(=O)Nc2nccs2)c1 | -20 | 9% | -27% | -10% | -5% | -2% | -13%
C[N+]1(C)CCOC(O)(c2ccc(-c3ccc(C4(O)C[N+](C)(C)CCO4)cc3)cc2)C1 (stereo not drawn) | -7 | 2% | -11% | -9% | 10% | -16% | -3%
CNC(=O)c1ccc(=O)n(Cc2cccc(C(F)(F)F)c2)c1 | -14 | 11% | -21% | 4% | -13% | -5% | 13%
O=C(CN(Cc1ccc(Cl)c(Cl)c1)S(=O)(=O)c1ccccc1)N/N=C\c1ccc2c(c1)OCO2 | nt | 7% | -19% | 1% | 9% | -2% | -4%
Cc1ccc(C2(O)CCN3CCCCC32)cc1 (stereo not drawn) | 0 | 1% | -5% | -9% | -15% | -8% | 0%
O=C(Cn1c(SCCOc2ccccc2Cl)nc2ccccc21)N1CCCCC1 | -15 | nt | nt | -1% | nt | -4% | -6%
Cc1c(C)c2cc(Cl)c(O)c(CN3CCCCC3)c2oc1=O | nt | 4% | 7% | -5% | -1% | 5% | -11%
O=C1CN(C(=O)COC(=O)C23CC4CC(CC(O)(C4)C2)C3)c2ccccc2N1 | 14 | 5% | -6% | -11% | -5% | -4% | 3%
Cc1ccc(S(=O)(=O)N2CCC(C(=O)OCC(=O)N3CCC(C)CC3)CC2)cc1C | -25 | nt | 123%[activator] | ? | 13% | 3% | 0%
Oc1[nH]c2ccccc2c1N=NC(=S)NCC1CCCO1 (stereo not drawn) | 8 | 4% | -5% | 3% | 9% | 5% | 16%
CCc1nnc(NC(=O)Cc2c[nH]c3ccccc23)s1 | 7 | 15% | -5% | 7% | -5% | -3% | 1%
Cc1nnc(SCC(=O)c2c(N)n(C)c(=O)n(C)c2=O)[nH]c1=O | -12 | -1% | 2% | ? | 17% | -6% | 0%
NC(=O)c1ccsc1NC(=O)CN1C(=O)NC2(CCCCC2)C1=O | -105* | nt | -13% | 3% | 82%[activator] | 1% | -18%
O=C(CSc1nnc2c(Cl)cc(C(F)(F)F)cn12)N(Cc1ccccc1)Cc1ccccc1 | ? | 2% | 9% | -14% | 12% | 3% | 1%
Cc1ccc(S(=O)(=O)N2C[C@H]3C(=O)C[C@@H](c4ccccc4F)N(S(=O)(=O)c4ccc(C)cc4)[C@H]3C[C@H]2c2ccccc2)cc1 | -20 | nt | nt | nt | 3% | 7% | nt
CCn1c(SCC(=O)NC2CCCCC2C)nnc1-c1ccc(OC)cc1 (stereo not drawn) | -25 | -3% | 27% | ? | 0% | 10% | 0%
O=C(COC(=O)c1cc(-c2cccs2)nc2ccccc12)c1ccc(F)cc1 | -19 | nt | nt | 19% | nt | 0% | 9%
CC(C)n1nc(C(=O)Oc2cc(Cl)ccc2Cl)c2ccccc2c1=O | 3 | -9% | -15% | 0% | 3% | 6% | -31%
Cc1cccc(C)c1N=Cc1c(O)n(-c2nccs2)c(=O)c2ccccc12 | nt | 1% | -10% | 8% | -8%[2.32 µM] | -3% | -3%
CCc1nnc2c(NCc3cccc(OC)c3)nc3ccccc3n12 | -1 | nt | nt | 2% | nt | 1% | -5%
CCOc1ccc(/C=N/NC(=O)c2csc(C)c2C)c(OCC)c1 | -19 | 2% | -24% | 8% | 0% | -3% | -8%
CC(=O)N1CCN(c2ccc(NC(=O)c3cccc(C)c3)cc2)CC1 | 17 | -1% | -2% | -6% | -7% | 2% | 0%
CCOC(=O)CSC1=C(C#N)C(c2ccccc2C)C2=C(CCCC2=O)N1 (stereo not drawn) | 1 | -15% | -11% | ? | 48%[activator] | -6% | -28%
CCc1noc(C)c1C(=O)N(C)CC(=O)Nc1ccc(Br)cc1C | -12 | nt | 0% | -8% | -15% | 3% | 0%
CC(C)Sc1nnc([C@@H]2CCCN2C(=O)OC(C)(C)C)o1 | -25 | 2% | -2% | -7% | -4% | -4% | -21%
Cc1cc(C(=O)N2CCN(S(=O)(=O)c3ccc(F)c(Cl)c3)CC2)c(C)o1 | 13 | nt | 20% | -14% | -2% | -4% | -7%
CCN(CC)C(=O)c1cccc(-c2csc(C(C)(NC(C)=O)c3ccc(OC)cc3)n2)c1 (stereo not drawn) | 47 | nt | nt | nt | -11% | -8% | nt
CCc1nnc(NC(=O)c2ccc(F)c(S(=O)(=O)N3CCCCC3)c2)s1 | -34 | 3% | -21% | 0% | -4% | 3% | -19%
COc1ccc(C)cc1S(=O)(=O)NC1CCCCCC1 | 3 | -9% | -4% | 0% | -7% | -8% | 5%
Cc1ccc(C)c(S(=O)(=O)N2CCCOC2CNC(=O)C(=O)NCc2cccs2)c1 (stereo not drawn) | -4 | -3% | -1% | 2% | 9% | 1% | ?
O=C(Cn1c(=O)n2nc(-c3cccc(F)c3)nc2c2ccccc21)N1CCN(c2ccccc2F)CC1 | 15 | nt | nt | 7% | nt | -2% | -2%
O=C(Cn1cnc2c(oc3ccccc32)c1=O)N1CCN(c2ccccc2)CC1 | 31 | 2% | nt | -1% | 7% | -8% | 1%
CC(C)Cc1nc2sc3c(c2c(=O)n1N)CC(C(C)C)OC3 (stereo not drawn) | -9 | 4% | -6% | 5% | 6% | -4% | 4%
Cc1nn2c3ccccc3n(Cc3ccccc3)c2nc1=O | 13 | 9% | -10% | 8% | 5% | 7% | 8%
N#Cc1c(N2CCCC2)ccc(Br)c1Cl | -13 | 3% | -32% | 5% | 47%[activator] | 0% | 9%
COc1ccc(/C=C2/S/C(=N/S(=O)(=O)Cc3ccccc3)NC2=O)cc1OC | 38 | -4% | -39% | -3% | 5% | 2% | -4%
CC1CCN(S(=O)(=O)c2ccc3nc(NCc4ccccc4)ccc3c2)CC1 | -32 | nt | nt | 4% | nt | 3% | -4%
Cc1ccc2cccc(S(=O)(=O)N3CCN(c4cccc(Cl)c4)CC3)c2n1 | nt | 3% | -4% | -8% | 0% | 1% | 0%
CC(C)CCN(CC(=O)NC(C)(C)C)C(=O)C(=O)Nc1ccc2c(c1)OCCO2 | -8 | 3% | 5% | -5% | 24% | -3% | nt
Cn1cc(S(=O)(=O)c2ccccc2)c(=O)c2cc(F)c(N3CCCCCC3)cc21 | -23 | nt | nt | ? | nt | -2% | -3%
O=C(Cn1cc(C(F)(F)F)ccc1=O)N/N=C/c1cccc(Cl)c1Cl | 2 | -3% | -23% | -5% | 15% | -4% | -7%

Quoted from the listing:
Under Sm TGR inh, `Cn1cc(S(=O)(=O)c2ccccc2)c(=O)c2cc(F)c(N3CCCCCC3)cc21` has -3%
Under Sm TGR inh, `O=C(Cn1c(=O)n2nc(-c3cccc(F)c3)nc2c2ccccc21)N1CCN(c2ccccc2F)CC1` has -2%

Rows were taken by chance; 7.4% or so of the library scored in one or more.
